CIT2 TOR yeast – yeast TOR pathway CIT2-GFP modulation | S. cerevisiae CIT2-GFP strain, flow cytometry, 3 h; 100 means same as DMSO wells | GFP response vs DMSO, % at 10 µM | hit rate 0.065% among 320,000;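 active = GFP response relative to DMSO above a set limit, near the screen mean plus 3 SD, cut at about 150% in these data; inconclusive = Fewer than 70 cells measured for a yeast strain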;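 also: ratio of well median GFP fluorescence to mean of DMSO wells on the plate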
MEP2 TOR yeast – yeast TOR pathway MEP2-GFP modulation; S. cerevisiae MEP2-GFP strain, flow cytometry GFP, 3 h; 100% = DMSO control level; GFP response vs DMSO, % at 10 µM; hit rate 0.51% among 330,000; AID 2016;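 active = GFP response versus DMSO above a set limit, roughly screen mean plus 3 SD, cut at about 180% in these data; inconclusive = fewer than 70 cells counted for a yeast strain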;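 also: median GFP fluorescence of the barcode-gated MEP2-GFP cells per well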
LAP4-GFP MLPCN – modulators of TOR pathway LAP4-GFP in S. cerevisiae; AID 2023; hit rate 0.34% among 320,000; S. cerevisiae LAP4-GFP multiplex, flow cytometry GFP, 3 h; median GFP as percent of DMSO wells; GFP response vs DMSO, % at 10 µM;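 active = GFP response vs DMSO above a set limit, about the screen mean plus 3 SD, cut at about 150% in these data; inconclusive = under 70 cell events counted for the yeast strain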
Yeast superoxide – yeast age-related superoxide inhibition as caloric restriction mimetic; S. cerevisiae aged cells, superoxide DHE fluorescence; stronger effect = lower value; superoxide response (% of plate mean), % at 10 µM; hit rate 0.18% among 330,000; AID 2690;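 active = superoxide response under a set limit, about three screen SD below normal, cut at about 65% in these data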;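 also: yeast aged for seven days with compound at 30 °C before DHE staining; 100% = average MFI of all compound-treated wells on the plate with controls excluded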
AGP1-GFP MLPCN – yeast TOR pathway AGP1-GFP modulation | hit rate 0.02% among 320,000 | AID 2066 | S. cerevisiae AGP1-GFP multiplex flow cytometry, 3 h; GFP as percent of DMSO wells | GFP response vs DMSO, % at 10 µM;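 active = GFP response relative to DMSO above a set limit, near screen average plus 3 SD, cut at about 150% in these data; inconclusive = fewer than 70 cells counted for the yeast strain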;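 also: median GFP channel fluorescence of the gated AGP1 strain per well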
GRK2 aptamer HTS – human GRK2 inhibition via aptamer displacement | P25098 | bead flow cytometry, FAM-aptamer displacement from GRK2 | inhibition of aptamer binding, % at 10 µM | hit rate 0.59% among 330,000;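 active = inhibition of aptamer binding above 40%, roughly 3 SD of noise, on plates passing a quality check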;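 also: median bead fluorescence of bound FAM aptamer so fluorescent compounds give negative values; no value below 0 was filed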
Target sequence (P25098 whole entry, looked up): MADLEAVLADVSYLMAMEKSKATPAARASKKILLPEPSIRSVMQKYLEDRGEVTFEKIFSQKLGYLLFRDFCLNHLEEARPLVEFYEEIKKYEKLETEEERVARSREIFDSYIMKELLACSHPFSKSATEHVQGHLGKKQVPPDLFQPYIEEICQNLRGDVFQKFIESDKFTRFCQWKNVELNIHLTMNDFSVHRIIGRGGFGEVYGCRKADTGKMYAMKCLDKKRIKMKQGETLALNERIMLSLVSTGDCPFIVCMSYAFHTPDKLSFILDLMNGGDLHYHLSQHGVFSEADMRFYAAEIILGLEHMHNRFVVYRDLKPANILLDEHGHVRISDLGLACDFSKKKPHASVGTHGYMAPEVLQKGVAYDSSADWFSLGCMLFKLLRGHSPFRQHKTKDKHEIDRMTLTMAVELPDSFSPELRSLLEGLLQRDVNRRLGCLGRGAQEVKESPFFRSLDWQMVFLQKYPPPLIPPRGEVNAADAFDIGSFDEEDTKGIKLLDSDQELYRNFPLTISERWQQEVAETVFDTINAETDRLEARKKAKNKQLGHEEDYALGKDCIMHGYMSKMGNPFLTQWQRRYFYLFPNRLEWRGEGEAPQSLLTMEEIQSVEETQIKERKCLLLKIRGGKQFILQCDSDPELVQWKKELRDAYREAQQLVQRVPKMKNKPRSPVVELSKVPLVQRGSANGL
RPL19A TOR yeast – modulators of TOR pathway RPL19A-GFP in S. cerevisiae. S. cerevisiae RPL19A-GFP strain, flow cytometry, 3 h; stronger effect = lower value. hit rate 0.3% among 330,000. percent response vs DMSO, % at 10 µM. AID 2025;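 active = percent response vs DMSO below 50%; inconclusive = fewer than 70 events counted for the yeast strain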;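 also: median channel GFP fluorescence of the barcoded RPL19A-GFP strain; ratio of sample median GFP to plate DMSO average so 100% = DMSO; lower means less RPL19A-GFP as with rapamycin TOR inhibition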
VLA-4 inh – inhibition in a human VLA-4 binding assay; P13612; VLA-4 expressing cells, ligand binding flow cytometry; inhibition, % (about 7 µM as worked out from the volumes in the protocol); hit rate 0.2% among 330,000; in the data active = inhibition above about 50%
* = called active by the depositor; ? = inconclusive; . = not tested or not shown; [ ] = remark or other dose.

SMILES | CIT2 TOR yeast | MEP2 TOR yeast | LAP4-GFP MLPCN | Yeast superoxide | AGP1-GFP MLPCN | GRK2 aptamer HTS | RPL19A TOR yeast | VLA-4 inh
COc1ccc(OCCOC(=O)c2cccs2)cc1 | 83 | 107 | 111 | 98 | 92 | 2 | 95 | 6
O=C(CN(c1ccc(Cl)cc1)S(=O)(=O)c1ccc(Cl)c([N+](=O)[O-])c1)NCCc1ccc(F)cc1 | 98 | 89 | 94 | 94 | 104 | 0 | 98 | -7
O=C(COc1ccc(OCc2ccccc2)cc1)NC1CCOC1=O (stereo not drawn) | 95 | 100 | 96 | 137 | 95 | 0 | 97 | 14
CCOC(=O)c1cc(CC)sc1NC(=O)COC(=O)c1cc[n+]([O-])cc1 | 100 | 104 | 99 | 100 | 104 | 0 | 103 | 6
CCNC(=O)NC1(C(=O)Nc2ccc3c(c2)CCC3)CCCCC1 | 106 | 115 | 100 | 99 | 103 | 0 | 98 | 12
O=C(O)c1ccccc1C(=O)N1CC=C(c2ccccc2)CC1 | 119 | 114 | 112 | 103 | 108 | 0 | 106 | -3
CS(=O)(=O)c1ccc(-c2cccc(NC(=O)COc3ccc(Cl)cc3)c2)nn1 | 94 | 103 | 93 | 145 | 99 | 5 | 99 | 1
CN1CCN(C(=O)CSc2cc(=O)n(C)c3ccccc23)CC1 | 96 | 102 | 100 | 88 | 100 | 0 | 97 | 10
CCN(CC)C(=O)Cn1c(=O)n(CCCC(=O)NCc2ccc3c(c2)OCO3)c(=O)c2sccc21 | 102 | 103 | 92 | 88 | 102 | 0 | 105 | -30
O=C(c1ccc(S(=O)(=O)Nc2ccccc2)cc1)N1CCCC1 | 97 | 104 | 101 | 99 | 106 | 0 | 99 | -2
COc1cc(OC)cc(C(=O)NC(C(=O)O)C23CC4CC(CC(C4)C2)C3)c1 (stereo not drawn) | 97 | 106 | 97 | 101 | 105 | 4 | 100 | 30
Cc1ccc(-n2cc(CNCCCn3ccnc3C)c(-c3ccc(F)cc3)n2)cc1 | 97 | 97 | 100 | 101 | 99 | 0 | 102 | 22
CCC1CCCCN1CCCNC(=O)c1cc2c(=O)[nH]c3ccccc3c2n1C (stereo not drawn) | 118 | 113 | 115 | 87 | 119 | 0 | 114 | 15
O=C(COc1ccc2ccccc2c1)NNC(=O)C(=O)Nc1ccccc1 | 97 | 100 | 90 | 105 | 99 | 0 | 102 | 11
COC(=O)c1ccccc1NC(=O)C1CC(=O)N(c2ccc(C)c(C)c2)C1 (stereo not drawn) | 96 | 99 | 108 | 105 | 97 | 2 | 95 | 0
COc1ccc(CCNC(=O)c2ccc(OCC(=O)N3CCOCC3)c(OC)c2)cc1OC | 104[may fluoresce green] | 103[may fluoresce green] | 105[may fluoresce green] | 64* | 102[may fluoresce green] | 0 | 104[may fluoresce green] | -6
CCOC(=O)C1(Cc2cccc(Cl)c2)CCCN(C(=O)c2ccc(COC)s2)C1 (stereo not drawn) | 89 | 80 | 83 | 92 | 92 | 0 | 99 | -16
COc1ccc(C2c3c(oc4ccccc4c3=O)C(=O)N2c2ccccn2)cc1OC (stereo not drawn) | 111 | 106 | 103 | 113 | 108 | 0 | 96 | 3
Cc1[nH]c2ccccc2c1SCc1nnc(SCc2ccccc2)n1C | 101 | 95 | 107 | 102 | 104 | 1 | 100 | -2
CCN(CC(=O)Nc1ccc(NC(C)=O)cc1)C(=O)c1ccc(C(=O)c2ccccc2)cc1 | 99 | 100 | 99 | 98 | 98 | 0 | 95 | 8
CCOC(=O)CSc1ncc(-c2ccccc2)cn1 | 118 | 103 | 97 | 105 | 103 | 0 | 101 | 1
CSc1nc(C)cc(Oc2ccc(=O)[nH]n2)n1 | 95 | 95 | 103 | 94 | 91 | 0 | 94 | 2
CCOc1cc(CN2CCSCC2)ccc1O | 100 | 100 | 91 | 103 | 105 | 0 | 105 | -9
COc1ccc(C2=CC3=C(Br)C(=O)C(C)(OC(=O)c4ccco4)C(=O)C3=CO2)cc1 (stereo not drawn) | ? | 104[may fluoresce violet] | 106[may fluoresce violet] | 113 | 11[may fluoresce violet] | 3 | 46*[may fluoresce violet] | -23
NC(=O)COC(=O)CN1C(=O)C2CCCCC2C1=O (stereo not drawn) | 103 | 103 | 98 | 112 | 104 | 0 | 104 | -5
COc1ccc(/C=N/Nc2nc3ccccc3c(=O)[nH]2)cc1 | . | 101 | 93 | 99 | 97 | 0 | 100 | -11
COCCNC(=O)c1cc2sc3ccccc3c2s1 | 75 | 93 | 103 | 108 | 85 | 2 | 92 | 9
CCC1(C)Cc2c(sc3nnn(CC(=O)Nc4ccccc4C)c(=O)c23)CO1 (stereo not drawn) | 115 | 112 | 118 | 78 | 126 | 1 | 113 | 4
COc1cccc(-c2cc(C(=O)N3CCc4ccccc4C3)no2)c1 | 107 | 101 | 106 | 128 | 103 | 2 | . | 4
Cc1ccc(Sc2c(C(=O)Nc3ccc(F)cc3F)c(C(F)(F)F)nn2C)cc1 | 91 | 103 | 94 | 115 | 100 | 0 | 101 | 24
Cc1ccc(N2CC(C(=O)N3CCCCCC3)CC2=O)cc1 (stereo not drawn) | 104 | 101 | 99 | 103 | 105 | 0 | 108 | 0
O=C(NC1CCSC1=O)C1CCCCC1 (stereo not drawn) | 97 | 100 | 98 | 94 | 102 | 2 | 106 | 2
COc1cccc(OC)c1C(=O)Nc1cccc(C(=O)Nc2cccc(C(=O)O)c2)c1 | 97 | 123 | 106 | 236 | 101 | 0 | 106 | 25
NS(=O)(=O)c1ccc(CCNC(=O)c2ccc(CS(=O)(=O)c3ccc(Br)cc3)o2)cc1 | 104 | 95 | 92 | 86 | 104 | 0 | 100 | 8
CN(C)CCNC(=S)Nc1ccccc1Cl | 103 | 104 | 97 | 94 | 97 | 3 | 98 | 4
COC(=O)c1ccccc1NC(=O)C1CCCN(S(=O)(=O)c2ccc(OC)cc2)C1 (stereo not drawn) | 78 | 104 | 121 | 89 | 103 | 0 | 96 | 9
C=CCC(C=C)S(=O)(=O)c1ccc(C)cc1 (stereo not drawn) | 102 | 102 | 111 | 86 | 104 | 1 | 103 | -1
O=C(Nc1ccccc1C(=O)N1CCNCC1)c1ccco1 | 87 | 93 | 97 | 88 | 96 | 4 | 96 | 3
CCC(C)n1c(OC)nc2c1c(=O)n(C)c(=O)n2C (stereo not drawn) | 99 | 100 | 101 | 92 | 104 | 1 | 97 | 3
CC(C)C(=O)Nc1ccc([N+](=O)[O-])c(C(F)(F)F)c1 | 95 | 92 | 92 | 101 | 93 | 5 | 95 | 31
O=C(O)CN1C(=O)SC(Nc2ccc(Cl)cc2)C1=O (stereo not drawn) | 108 | 104 | 103 | 97 | 101 | 0 | 98 | 11
COc1ccc(NC(=O)c2cc3ccccc3cc2O)cc1 | 110 | 106 | 86 | 98 | 103 | 0 | 105 | 1
O=C(O)c1ccc(N=C2NC(=O)C(CO)(CO)S2)cc1 | 103 | 100 | 95 | 102 | 100 | 0 | 100 | -7
COc1ccc(-c2nc(SCC(=O)NC3CCCC3)c(-c3ccc(OC)cc3)[nH]2)cc1 | 96 | 101 | 106 | 107 | 101 | 0 | 96 | 6
Cc1ccc(N)cc1O | 102 | 106 | 96 | 93 | 111 | 0 | 102 | 16
CSc1nc(N2CCOCC2)c2c(c1C#N)CCCCC2 | ? | ? | ? | 119 | ? | 9 | ? | 8
CCC(=O)N1N=C(c2ccc(NS(C)(=O)=O)cc2)CC1c1ccc(C)cc1 (stereo not drawn) | 108 | 108 | 102 | 103 | 112 | 1 | 104 | 0
Cc1ccc(C)n1-c1cc(S(=O)(=O)N2CCOCC2)ccc1N1CCCC1 | 98 | 102 | 100 | 98 | 104 | 5 | 102 | 1
COc1cc(C2C(C#N)=C(N)OC3=C2C(=O)CCC3)c([N+](=O)[O-])cc1OC (stereo not drawn) | 91 | 94 | 96 | 101 | 94 | 3 | 96 | -9
Cc1sc2nc(C)n(/N=C/c3ccc(O)cc3)c(=O)c2c1C | 97 | 101 | 111 | 96 | 102 | 1 | 97 | 1
O=C1CCCC(O)=C1C=Nc1ccc2c(c1)oc1ccccc12 | 107 | 100 | 102 | 96 | 90 | 0 | 94 | -2
Cc1ccc(NC(=O)c2cccnc2)cc1S(=O)(=O)N(C)C | 95 | 99 | 97 | 90 | 101 | 1 | 97 | 13
CCCn1c2ccccc2c2cnn(CC(=O)NCCCN3C(C)CCCC3C)c(=O)c21 (stereo not drawn) | 110 | 103 | 104 | 102 | 103 | 0 | 98 | -11
O=C(CC1SCCNC1=O)Nc1ccc(Cl)cc1 (stereo not drawn) | 99 | 94 | 103 | 109 | 103 | 1 | 101 | 6
N=c1c2c3c(sc2nc2n1CCCCC2)CCCCC3 | 101 | 107 | 99 | 100 | 103 | 3 | 101 | 3
COC(=O)c1ccc(CSc2nc3sc4c(c3c(=O)n2C)CCCC4)o1 | 91 | 95 | 105 | 102 | 92 | 1 | 90 | 6
Cn1c(-c2cccc(Br)c2)cnc1NCc1cccnc1 | 109 | 100 | 102 | 97 | 102 | 0 | 102 | -1
O=C(CCCOc1ccccc1)NNC(=O)c1ccc(Cl)cc1 | 108 | 102 | 114 | 108 | 109 | 0 | 107 | 8
Cc1ccc(S(=O)(=O)NNC(=O)C(=O)NNS(=O)(=O)c2ccc(C)cc2)cc1 | 99 | 107 | 93 | 86 | 104 | 0 | 104 | -2
O=C(Nc1ccccc1N1CCCC1)c1cc(S(=O)(=O)N2CCOCC2)ccc1Cl | 118 | 95 | 102 | 102 | 102 | 0 | 101 | -9

At a glance, part of the list above:
SMILES | CIT2 TOR yeast | MEP2 TOR yeast | LAP4-GFP MLPCN | Yeast superoxide | AGP1-GFP MLPCN | GRK2 aptamer HTS | RPL19A TOR yeast | VLA-4 inh
CSc1nc(N2CCOCC2)c2c(c1C#N)CCCCC2 | ? | ? | ? | 119 | ? | 9 | ? | 8
CCC(=O)N1N=C(c2ccc(NS(C)(=O)=O)cc2)CC1c1ccc(C)cc1 (stereo not drawn) | 108 | 108 | 102 | 103 | 112 | 1 | 104 | 0

Following part.
SMILES | CIT2 TOR yeast | MEP2 TOR yeast | LAP4-GFP MLPCN | Yeast superoxide | AGP1-GFP MLPCN | GRK2 aptamer HTS | RPL19A TOR yeast | VLA-4 inh
COC(=O)c1ccc(CN2C(=O)NC3(CCCc4ccccc43)C2=O)o1 (stereo not drawn) | 110 | 100 | 107 | 117 | 106 | 3 | 100 | 11
c1coc(-c2ccnc3nc(-n4cccc4)nn23)c1 | 102 | 109 | 104 | 88 | 82 | 0 | 95 | -3
COc1ccccc1N/C(N)=N/c1nc(CSc2ccc(C)cc2)cc(=O)[nH]1 | 83 | 88 | 76 | 99 | 92 | 0 | 94 | -8
CN(C)S(=O)(=O)c1ccc(N2CCCC2)c(C(=O)NNC(=O)COc2ccc(Cl)cc2)c1 | 110 | 109 | 99 | 96 | 101 | 0 | 106 | -1
O=C(O)c1ccccc1S(=O)(=O)CC(=O)N1CCCCC1 | 94 | 79 | 78 | 92 | 84 | 0 | 87 | -2
Cc1ccc(C(=O)NCCC(=O)N2CCOCC2)cc1 | 89 | 82 | 80 | 98 | 87 | 2 | 101 | -10
CCCSc1nnc(NC(=O)Nc2ccc(C)cc2)s1 | 106 | 112 | 112 | 101 | 113 | 2 | 103 | 6
CCOC(=O)C(C)Oc1ncnc2cccc(F)c12 (stereo not drawn) | 99 | 100 | 99 | 70 | 108 | 2 | 104 | -6
CCN1CCN(c2nc(N)c([N+](=O)[O-])c(Nc3cccc(C)c3)n2)CC1 | 98 | 97 | 90 | 102 | 99 | 0 | 100 | 4

Assay outcomes as filed in PubChem BioAssay.

Rows were taken by chance. About 1.7% of those tested had a hit in this group.
